TbMetRS inhib: Trypanosoma brucei MetRS inhibition. hit rate 0.4% among 360,000. inhibition, % at 11.9 µM. purified T. brucei MetRS, ATP depletion, Kinase-Glo luminescence;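 active means inhibition above a per-plate cutoff of the control wells' mean inhibition plus 3 SD, cut at about 5.5% in these data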;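 further: 0% = DMSO wells median and 100% = median of wells with control inhibitor compound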
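Material: T. brucei methionyl-tRNA synthetase, purified; reagent: substrates ATP, L-methionine and bulk Escherichia coli tRNA; dosing: 11.9 µM single point; timing: 15 min plus 2 h at 25 °C; detection: luminescence of leftover ATP; evaluation: % inhibition; control set: DMSO-only wells as low control; replicates: singlicate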
CendR NRP1 mod: NRP-1/CendR interaction modulation. O14786. FAM-RPARPAR peptide binding to NRP-1, fluorescence polarization. inhibition, % at 25 µM. hit rate 0.85% among 360,000. AID 602438;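 active means inhibition or corrected inhibition above about 18%, plus a signal ratio from 0.5 to 1.5, limit read from the data, passing the limit was not always enough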; further: strong numbers were not always called active
Target sequence (O14786 whole entry, looked up): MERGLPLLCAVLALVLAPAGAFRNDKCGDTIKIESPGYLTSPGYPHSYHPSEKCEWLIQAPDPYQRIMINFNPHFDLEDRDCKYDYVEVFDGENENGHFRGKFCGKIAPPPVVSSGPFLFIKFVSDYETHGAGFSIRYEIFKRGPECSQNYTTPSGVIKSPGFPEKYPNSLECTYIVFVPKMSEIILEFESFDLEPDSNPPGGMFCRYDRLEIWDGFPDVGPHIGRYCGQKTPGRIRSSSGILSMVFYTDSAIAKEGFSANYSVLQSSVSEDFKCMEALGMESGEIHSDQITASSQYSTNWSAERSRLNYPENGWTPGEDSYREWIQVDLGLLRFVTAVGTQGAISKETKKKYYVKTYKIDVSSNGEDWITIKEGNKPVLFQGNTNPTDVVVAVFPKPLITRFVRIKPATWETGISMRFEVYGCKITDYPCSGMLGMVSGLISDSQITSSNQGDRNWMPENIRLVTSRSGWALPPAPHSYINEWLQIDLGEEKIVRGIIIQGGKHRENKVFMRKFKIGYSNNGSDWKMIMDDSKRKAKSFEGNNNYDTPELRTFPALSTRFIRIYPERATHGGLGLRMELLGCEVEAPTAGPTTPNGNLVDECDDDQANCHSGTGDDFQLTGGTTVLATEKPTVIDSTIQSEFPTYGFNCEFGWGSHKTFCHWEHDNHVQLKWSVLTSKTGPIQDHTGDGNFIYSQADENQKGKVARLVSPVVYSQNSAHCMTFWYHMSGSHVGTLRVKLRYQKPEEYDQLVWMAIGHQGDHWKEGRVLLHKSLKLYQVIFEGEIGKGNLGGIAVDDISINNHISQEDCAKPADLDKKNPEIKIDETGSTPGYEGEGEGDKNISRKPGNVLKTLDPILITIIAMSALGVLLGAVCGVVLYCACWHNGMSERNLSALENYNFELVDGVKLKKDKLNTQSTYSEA
bovine MsrA act: activates bovine MsrA enzyme | activation, % at 10.6 µM | hit rate 0.3% among 360,000 | purified bovine MsrA, absorbance read-out; in the data active means activation above about 7.5%;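 further: 0% = vehicle and 100% = reference activator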
MsrA inh: inhibitors of bovine MsrA | purified bovine MsrA, absorbance read-out | inhibition, % at 15.5 µM | hit rate 0.75% among 360,000; in the data active means inhibition above about 4.5%;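 further: 0% = vehicle wells with enzyme and 100% = reference inhibitor wells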
SKN-1 block: C. elegans SKN-1 inhibition; C. elegans VP596 Pgst-4::GFP/RFP ratio, acrylamide-induced, 24 h; inhibition, % at 21.8 µM; hit rate 0.49% among 360,000; AID 624304;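 active means interference check ratio from 0.5 to 1.5 plus GFP to RFP signal ratio inhibition reaching or exceeding a fixed threshold, cut at about 30% in these data, passing the limit was not always enough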; further: some compounds called inactive have numbers as strong as hits
PABP1 MLLE inh: blocks PAM2 peptide binding to the PABP1 MLLE domain. hit rate 0.36% among 360,000. P11940. inhibition, % at 20 µM. AID 588489. GST-MLLE / FITC-PAM2 fluorescence polarization; in the data active means inhibition above about 35%, passing the limit was not always enough;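 further: plate controls were DMSO wells with GST-MLLE for no effect and wells lacking GST-MLLE protein for full effect; some results filed as inactive read as strong as hits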
MT1-MMP act inh: blocks activation of human MT1-MMP. HT1080 RFP-PRO-GFP cells, GFP/RFP ratio fluorescence, overnight; percent of plate control window, DMSO zero. GFP/RFP ratio change, % at 20 µM. hit rate 0.061% among 360,000. AID 651647;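 active means GFP/RFP ratio change of at least 30% with cell ATP level not reduced by more than half and red fluorescence within 50% of control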; further: strong numbers were not always called active
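Assay system: RFP-PRO-GFP reporter HT1080 cells; read-out basis: GFP/RFP fluorescence ratio; benchmarks: DMSO wells and RFP-L50D-GFP cells; doses: 20 µM single dose, 1% DMSO; schedule: overnight cell settling, then overnight compound exposure, 37 °C, 5% CO2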
E coli Lon inh: inhibitors of E. coli Lon protease | inhibition, % at 7.94 µM | AID 602123 | purified E. coli Lon protease, fluorescence polarization | P0A9M0 | hit rate 0.42% among 360,000; in the data active means inhibition above about 13%, passing the limit was not always enough;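 further: 0% = enzyme with probe and DMSO and 100% = no enzyme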
FAS TE block: blocks the thioesterase domain of human fatty acid synthase; AID 602261; P49327; inhibition, % at 15 µM; hit rate 0.67% among 360,000; recombinant FAS-TE, OMFH fluorogenic substrate, fluorescence endpoint;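 active means compounds whose normalised, plate-corrected inhibition of enzyme fluorescence in the single-dose primary screen is 50% or more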;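 further: 0% = DMSO with enzyme and 100% = substrate without enzyme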
Numbers without * were called inactive; / = not tested or not shown.

SMILES | TbMetRS inhib | CendR NRP1 mod | bovine MsrA act | MsrA inh | SKN-1 block | PABP1 MLLE inh | MT1-MMP act inh | E coli Lon inh | FAS TE block
C[C@@H]1CN([C@@H](C)CO)C(=O)CCCn2nncc2CO[C@H]1CN(C)Cc1cccc2c1OCCCO2 | -0.4 | -4 | -1 | -0.5 | 6 | 24 | 2 | -11 | -6
O=C(CSc1nnc(CNC(=O)c2ccccc2F)o1)NC1CCCCC1 | -0.6 | 5 | -4 | -0.6 | 1 | 1 | 0 | 0 | -6
COc1ccc(-n2cnnc2SCC(=O)Nc2nc(C)c(Cl)cc2Cl)cc1 | -0.1 | 13 | 3 | 0.0 | 1 | -1 | 0 | 0 | 0
O=C(NNC1=C(C(=O)C(F)(F)F)CCC1)c1ccc(Br)cc1 | -1.2 | -4 | -11 | -0.1 | 6 | 3 | 3 | -7 | 14
CCS(=O)(=O)c1nc(S(=O)(=O)c2ccc(Cl)cc2)c(N2CCN(CCO)CC2)s1 | 0.8 | 12 | -3 | -0.2 | -10 | -15 | -1 | -5 | -2
Cc1ccc(-c2nc(C3CCN(S(C)(=O)=O)CC3)no2)cc1 | 0.6 | 7 | 2 | 0.8 | 5 | 10 | -1 | -1 | -3
Cc1cc(OCC(=O)Nc2ccncc2)ccc1Cl | -0.7 | 7 | -4 | -0.8 | 8 | 15 | 2 | 2 | -4
COc1cc(C(=O)NNC(=O)COc2ccc(Cl)cc2)ccc1OCC(=O)N1CCOCC1 | -0.1 | 5 | 1 | -0.9 | 4 | 3 | 5 | 3 | -4
CCOCCOCN(C#N)c1nc(OC)nc(N(C)C)n1 | -0.6 | 15 | -6 | 0.3 | 3 | 3 | -1 | -2 | -4
CC1CCCC(C)N1/N=C/c1ccc(C#N)cc1 (stereo not given) | -0.6 | 2 | 1 | 0.7 | 7 | 16 | 0 | -4 | 3
COc1cc(C)ccc1OCc1cc(C(=O)N(Cc2nccn2C)C(C)C)no1 | -0.2 | 15 | -4 | -0.3 | 7 | -6 | 1 | -13 | -5
CCn1nnnc1SCC(=O)N1c2ccccc2NC(=O)CC1C (stereo not given) | -0.2 | 4 | -6 | 0.2 | 8 | -2 | 0 | -19 | -7
COC(=O)[C@@]12C[C@@H](CC(=O)NCCC(C)C)C(=O)N(Cc3ccccc3)C1=CCC(C)(C)C2 | 0.7 | 10 | / | -1.4 | 12 | / | -8 | / | /
O=C(Nc1ccc(F)c(Cl)c1)C1Cc2c(-c3ccc4c(c3)OCO4)ccnc2O1 (stereo not given) | 0.4 | 3 | 2 | 0.9 | -8 | -10 | -8 | 0 | 25
C/C=C(\NC(C)=O)c1ccccc1 | 0.1 | 4 | 0 | 0.1 | -6 | -1 | -4 | 2 | -9
O=C(COC(=O)CCS(=O)(=O)c1ccccc1)Nc1ccccc1 | -0.3 | 3 | -1 | -0.4 | 1 | 5 | -4 | 11 | -3
CCc1ccccc1NC(=S)N(CCN1CCCCC1)Cc1ccco1 | 0.0 | -3 | 0 | 1.6 | 14 | 16 | -2 | -3 | 0
O=C(C1=C[C@H](c2ccccc2)C[C@H](OCc2ccc(CO)cc2)O1)N1CCOCC1 | -0.2 | 19 | 1 | 0.9 | 3 | 3 | 1 | 4 | -7
COc1ccc(NC(=O)c2sc(N3CCOCC3)nc2-c2ccccc2)c(OC)c1 | -1.1 | 2 | -9 | 2.0 | 8 | 0 | 4 | -16 | 18
Cc1noc(C)c1COc1ccc(C(=O)NNC(=O)c2ccccc2F)cc1 | -0.2 | 6 | -2 | / | -17 | 8 | -6 | 2 | -6
Cc1ccc(-c2nc(N/N=C/c3ccncc3)c3ccccc3n2)cc1 | -7.4 | -13 | -11 | 0.3 | 2 | -11 | -13 | -7 | 6
CCOC(=O)N1CCN(C(=O)CCc2ccc(S(=O)(=O)NC(C)C)cc2)CC1 | 0.1 | -1 | -3 | -1.4 | -15 | -2 | 0 | -9 | -5
CN=c1sc2ccccc2n1CC(O)COc1ccccc1 (stereo not given) | -0.7 | -2 | -3 | 2.4 | -8 | 3 | 1 | -5 | 4
CC1(C(=O)NS(=O)(=O)C2CC2)CCN(C(=O)c2c(F)cccc2F)C1 (stereo not given) | 0.0 | 1 | -2 | 0.2 | 6 | -1 | 2 | -11 | -6
COC(=O)C(C(=O)OC)[C@@H]1C=C[C@H](C[N+](=O)[O-])N(C(C)=O)C1 | -0.4 | 4 | 0 | -0.3 | -3 | 21 | 1 | -12 | -10
CC(C)(C)c1ccc(CCC(CC(=O)O)CC(=O)O)cc1 | -0.1 | 5 | -4 | -0.3 | 1 | 1 | -2 | 4 | -5
O=c1oc(=O)c2ccccc2c2ccccc12 | 0.1 | -1 | -1 | -0.3 | 2 | -10 | 0 | 5 | -7
CCOC(=O)Cc1ccc(NS(=O)(=O)c2ccc(SC)cc2)cc1 | -0.5 | 25* | -1 | 0.1 | 3 | 0 | 6 | 6 | 5
CC(C)NC(=O)C1CCN(C2CCN(Cc3cn[nH]c3-c3ccccc3)CC2)CC1 | -0.8 | -14 | -9 | -1.3 | 4 | 9 | 2 | -1 | -1
C[n+]1ccccc1/C=C1\Sc2ccccc2N1CCO | -0.3 | 1 | -3 | 1.8 | -3 | -127 | -14 | -6 | -5
CCC(NC(=O)CCl)c1ccc(C)cc1 (stereo not given) | -0.5 | 3 | -4 | -1.1 | -4 | -1 | 3 | -2 | -1
COc1ccc(OCC(O)CN(CCO)CC(O)Cn2ccc3ccccc32)cc1 (stereo not given) | -0.7 | 2 | -11 | -0.5 | -13 | -44 | -4 | -5 | 0
COc1ccccc1NS(=O)(=O)c1cc(NC(=S)NCCN2CCOCC2)ccc1N1CCOCC1 | 0.3 | -2 | 2 | 0.8 | -9 | 24 | 2 | 1 | 0
Cc1c(Br)c([N+](=O)[O-])nn1CCCC(=O)N1CCN(c2ccccc2)CC1 | -0.6 | 12 | -1 | 0.0 | -3 | 0 | -1 | -8 | 54*
COc1ccccc1-c1ccc(SCC(=O)N2CCOCC2)nn1 | 1.0 | -4 | -4 | 0.9 | -4 | 23 | 2 | -10 | -3
COC(=O)[C@@]12CCCN1[C@H](c1ccc(-c3ccc(OC)cc3)cc1)[C@@H]1C(=O)N(C)C(=O)[C@@H]12 | -0.1 | -9 | 0 | 1.1 | 8 | 3 | -5 | 2 | 7
COc1ccc(-c2cnc3n2CCCCC3)cc1 | -0.2 | 18 | -3 | -0.6 | 12 | -1 | 5 | 0 | -6
Cc1sc2nc(CN3CCCC3)nc(N3CCN(S(=O)(=O)c4cccc(F)c4)CC3)c2c1C | -0.2 | -18 | -1 | 0.0 | 17 | -42 | -1 | -12 | 0
N#Cc1ccc(CSc2nnc(-c3cnccn3)o2)cc1 | -0.4 | 5 | 1 | 0.0 | -7 | 1 | 1 | 8 | -1
C[C@H](NC(=O)C1CCN(S(=O)(=O)c2ccccc2)CC1)C(=O)NCc1ccco1 | -0.7 | 2 | -13 | -1.6 | 0 | 5 | 5 | -10 | -3
Cc1nc(SCc2ccccc2)nc2c1CCC2 | 0.5 | -13 | -5 | -0.2 | 9 | 5 | -1 | -6 | 4
COc1ccc(CCNc2ccc(N3C(=O)CC(C)C3=O)cc2[N+](=O)[O-])cc1OC (stereo not given) | -0.7 | -5 | -8 | 0.7 | -2 | 15 | 19 | -4 | 4
Cc1cc(C(=O)OCC(=O)N2CCc3ccccc32)ccc1[N+](=O)[O-] | -0.2 | 8 | -1 | 0.7 | 3 | 2 | 1 | -5 | 4
CCn1c(SCC(=O)Nc2ccc(Br)cn2)nnc1C1CC1 | 0.0 | -3 | -4 | 2.6 | 2 | -4 | 2 | -1 | -4
Cc1ccc(N2C(=O)[C@@H]3[C@H](C2=O)[C@H]2C=CC=NN2[C@@H]3C(=O)Nc2ccccc2)cc1 | -0.3 | 2 | -2 | -1.0 | 10 | -2 | -3 | -13 | 1
Cc1nc(NC(=O)/C=C/c2ccc(C(C)(C)C)cc2)sc1C(=O)N(C)C | -0.7 | -12 | -5 | 0.3 | 11 | -7 | -1 | -2 | 30
O=C(OCC(=O)C12CC3CC(CC(C3)C1)C2)c1ccccn1 | 0.1 | 8 | -4 | 0.0 | 17 | -11 | -2 | -4 | -4
O=C(Nc1cccc(-c2nnc(-c3ccco3)o2)c1)C(c1ccccc1)c1ccccc1 | -0.8 | -7 | -14 | 0.0 | 21 | 5 | -9 | 2 | 21
Cc1ccc(CCNC(=O)C2=CCN(S(=O)(=O)c3ccccc3)CC2)cc1 | -0.3 | -2 | -2 | 1.1 | 23 | 4 | 0 | -10 | 1
Cc1ccc(S(=O)(=O)CCC(=O)OCC(=O)NNC(=O)c2ccc([N+](=O)[O-])cc2)cc1 | -0.3 | 10 | -3 | -0.5 | -10 | -5 | 5 | 6 | 7
COc1ccccc1/C=C/C(=O)NCC(=O)N=Nc1c(O)[nH]c2ccccc12 | -0.1 | 18 | -2 | 2.5 | 7 | 5 | -12 | 0 | -6
CC1(C)CC(=O)C(C=NCCN2CCN(C3CC(=O)N(c4ccc(F)cc4)C3=O)CC2)=C(O)C1 (stereo not given) | -0.4 | 0 | -4 | -0.2 | -17 | -10 | 3 | -5 | -2
COc1ccc(-c2c3c([nH]c(=S)c2C#N)CCC3)cc1 | -1.1 | 3 | -10 | 1.2 | -30 | 16 | -5 | -9 | -5
CCC(CC)c1nnc(NC(=O)c2cc(C(=O)OC)cc([N+](=O)[O-])c2)s1 | -0.4 | -2 | -9 | 1.8 | 4 | 29 | -3 | 4 | 43
COC(=O)C1CCN(C(=O)c2sc3nc(-c4ccccc4)cn3c2C)CC1 | 0.2 | 1 | 2 | 0.0 | 1 | 8 | -3 | -2 | -4
COCCN(Cc1cc2cc(C)ccc2n2nnnc12)C(=S)Nc1ccc(C)cc1 | -0.8 | 1 | -2 | 1.0 | 1 | -84 | 1 | -1 | 31
O=C(CSc1nnc(-c2ccccc2)n1Cc1ccco1)Nc1ccc2c(c1)OCCO2 | -0.3 | 0 | -10 | 0.4 | 12 | -29 | 1 | -8 | -4
CC1=NN(C(C#N)c2ccccc2O)C(C)(C)C1 (stereo not given) | -1.4 | -2 | -13 | -0.7 | -6 | -9 | / | 11 | -4
COc1ccc(S(=O)(=O)Nc2ccc3c(c2)OCO3)cc1Cl | -0.7 | 5 | 3 | -0.4 | -4 | 3 | 3 | -2 | 7
CN(c1ccccc1)c1cc(Br)nc(Br)c1 | 0.0 | 3 | -5 | 0.2 | 25 | 3 | -5 | -9 | 17
CCn1c(-c2ccccc2O)n[nH]c1=S | -1.1 | 2 | -5 | -0.4 | 5 | 4 | 6 | -1 | -7
O=C1CC2(CCN(C(=O)c3ccccc3Cl)CC2)Oc2ccccc21 | -0.3 | 11 | 0 | -1.9 | 18 | 11 | -2 | -4 | 1
CCOCCCN(C)C1CCN(C(=O)c2oc3ccccc3c2NC(=O)Cc2ccc(F)cc2)CC1 | -1.1 | 4 | -15 | -0.1 | -9 | 3 | -4 | -5 | -3

Screening results as filed in PubChem BioAssay.
